Bioassay records as filed in PubChem BioAssay.
TSHR antagonist = antagonists of human thyroid stimulating hormone receptor; P16473; TSHR-expressing cells, TSH-stimulated cAMP HTRF, 2 h; hits give low values; activity change, negative = inhibition, % at 11.5 µM; 330,000 compounds, 0.2% hits; AID 504810;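 active = activity change below a set negative limit, meaning inhibition stronger than a set level, cut at about -70% in these data; inconclusive = activity change between two set negative limits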; also: % is scaled to controls: 0 for no effect and ±100 for the full control effect
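TSHR-expressing cells, 200/well, pre-treated with compound, then stimulated with EC80 TSH (4nM final) for 2 hours at 37 deg C. cAMP measured by competitive HTRF: anti-cAMP cryptate antibody in lysis buffer plus cAMP-d2, read after 30 minutes at room temperature.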
S-ASM inh = human S-ASM enzyme inhibition. 340,000 compounds, 0.006% hits. P17405. AID 504937. placental ASM, HMU-PC fluorogenic substrate, 60 min. Potency, µM (highest dose often 57.5 µM), for the others: top-dose activity change, negative = inhibition, hits mostly inhibitors; also: potency is read from the fitted curve at half-maximal effect
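Fluorescence read-out (Ex 386 nm, Em 447 nm) after stopping the reaction at pH 10. Enzyme: ASM from human placenta; substrate HMU-PC0, 9 uM final; 60 min, 37 °C. Compound preincubation 10 min, ambient temperature.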
BCR signal inh = inhibitors of chronic active B-cell receptor signaling; ABC-DLBCL IkBa-CBG/CBR reporter, luminescence ratio, 4 h; Potency, µM (titrated, usually from 46.1 µM), inactives show at the top dose ratio change, negative = lower green/red ratio, most hits filed as inhibitors; 340,000 compounds, 0.05% hits; AID 493014; active = well fitted inhibition curve with a large enough effect in the signal ratio, with a control signal flat, not every such curve was filed as active; inconclusive = small, poorly fitted or top-dose-only effect, or effect the other way, or a change in a side signal; the % refers to the signal ratio;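 also: potency is read from the fitted curve at half-maximal effect; plate controls were basal doxycycline-induced cells for no effect and cells given 10 µM MG132 for full effect; MG132 reads +100%, hits lower the ratio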
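TMD8 human ABC-DLBCL cells with doxycycline-inducible IκBα–green luciferase fusion and unfused red luciferase, in 0.5% FBS medium; compounds up to 46 uM, 4 h at 37C. Green/red luminescence ratio, filter-overlap corrected, fitted to concentration-response curves.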
Eya2 phos inh = Eya2 (human) phosphatase inhibition; recombinant Eya2, OMFP fluorescence dephosphorylation (OMFP is methylfluorescein phosphate); Potency, µM (doses to about 76.9 µM), for inactives: at the top dose activity, negative = inhibition, hits mostly inhibitors; AID 488837; 330,000 compounds, 0.006% hits; also: potency is read from the fitted curve at half-maximal effect; % is scaled to controls: 0 for no effect and ±100 for the full control effect
Target sequence (O00167 whole entry, looked up): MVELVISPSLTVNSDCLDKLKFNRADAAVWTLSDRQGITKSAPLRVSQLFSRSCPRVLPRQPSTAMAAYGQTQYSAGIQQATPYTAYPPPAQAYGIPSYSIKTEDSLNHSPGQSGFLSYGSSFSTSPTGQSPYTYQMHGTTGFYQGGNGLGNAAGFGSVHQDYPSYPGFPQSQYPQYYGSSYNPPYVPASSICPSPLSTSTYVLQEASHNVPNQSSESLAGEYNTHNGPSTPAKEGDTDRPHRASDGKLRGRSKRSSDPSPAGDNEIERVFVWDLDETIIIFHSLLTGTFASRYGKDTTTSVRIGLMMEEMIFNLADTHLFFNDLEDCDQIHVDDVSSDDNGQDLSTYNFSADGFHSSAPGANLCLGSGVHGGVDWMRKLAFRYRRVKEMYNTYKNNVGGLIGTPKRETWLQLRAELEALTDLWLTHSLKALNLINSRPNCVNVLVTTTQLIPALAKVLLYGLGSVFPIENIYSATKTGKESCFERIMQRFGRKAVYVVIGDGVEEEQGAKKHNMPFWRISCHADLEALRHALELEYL
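Eya2 (0.2 uM) preincubated 10 min at ambient with compound, then OMFP substrate added at 50 uM; 10 min reaction in 50 mM HEPES pH 7.5, 50 mM NaCl, 5 uM MgCl2, 0.05% BSA, 1 mM DTT. Fluorescence read at Ex 485/Em 525 nm.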
Mito fusion act = inhibitors of mitochondrial division or activators of mitochondrial fusion; S. cerevisiae fusion-defective mutant growth rescue, CellTiterGlo 48 h; Potency, µM (titrated, usually from 46.1 µM), for the others: at the highest dose growth rescue (activation), hits mostly activators; 320,000 compounds, 0.23% hits; AID 485298;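 also: potency is read from the fitted curve at half-maximal effect; % of control where 0% means no effect; nearly all actives have a fitted effect of over 45% in size; temperature-sensitive fusion mutants such as fzo1-1 at 37 °C on non-fermentable ethanol glycerol medium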
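Yeast fusion mutant, YPEG (non-fermentable carbon), compound, 48 h at 37C non-permissive; CellTiterGlo added, 10 min RT, luminescence read. Rescued growth = division inhibition.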
TCR act = activates T cell receptor signaling; AID 504894; Potency, µM (doses to about 9.22 µM), without a hit: top-dose activation of IL-2 secretion, usual class: activators; primary human leukocytes, anti-CD3, IL-2 HTRF, 48 h; 330,000 tested, under 10 active; also: % of control where 0% means no effect
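48 hr co-incubation of compounds, a-CD3 beads and primary human leukocytes; IL-2 quantified homogeneously by HTRF with anti-IL-2 K and d2 conjugates.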
a7 integrin act = integrin-mediated muscular dystrophy alleviation activation | alpha7betagal myoblasts, beta-gal FDG fluorescence, 48 h | Potency, µM (doses to about 38.3 µM), inactives show at the top dose activation, actives largely listed as activators | 350,000 compounds, 0.064% hits;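 also: potency is read from the fitted curve at half-maximal effect; 100% = response of the positive control SU9516; nearly all actives have a fitted effect of over 60% in size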
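Alpha7betagal+/- myoblasts (passage 13) were plated 16-24 hr, then exposed to compounds (1:260 dilution of DMSO stock) for 48 hours at 37C. After MPER lysis, β-galactosidase reporter activity was read as FDG fluorescence (ex 480/em 540) after 30 minutes.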
Tb PFK inh = inhibitors of T. brucei phosphofructokinase; O15648; T. brucei PFK, ADP-Glo luminescence; AID 485367; Potency, µM (titrated, usually from 57.5 µM), inactives show top-dose activity, negative = inhibition, usual class: inhibitors; 330,000 compounds, 0.17% hits;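 also: potency is read from the fitted curve at half-maximal effect; 0% = uninhibited 1x PFK enzyme wells and -100% = no-enzyme wells; nearly all actives have a fitted effect of over 60% in size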
Target sequence (O15648 whole entry, looked up): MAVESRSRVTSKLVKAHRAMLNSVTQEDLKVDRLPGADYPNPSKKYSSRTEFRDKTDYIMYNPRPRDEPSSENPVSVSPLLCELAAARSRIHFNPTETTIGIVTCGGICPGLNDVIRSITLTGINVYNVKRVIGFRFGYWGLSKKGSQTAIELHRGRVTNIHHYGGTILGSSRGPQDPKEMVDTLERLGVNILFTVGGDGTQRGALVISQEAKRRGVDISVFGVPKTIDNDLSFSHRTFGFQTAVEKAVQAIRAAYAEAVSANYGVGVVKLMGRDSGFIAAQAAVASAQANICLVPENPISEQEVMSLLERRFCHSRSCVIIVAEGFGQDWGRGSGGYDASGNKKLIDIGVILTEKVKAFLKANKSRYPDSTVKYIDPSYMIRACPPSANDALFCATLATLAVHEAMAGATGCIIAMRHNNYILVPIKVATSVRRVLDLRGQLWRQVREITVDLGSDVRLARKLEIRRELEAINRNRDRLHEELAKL
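Luminescent ADP detection (ADP-Glo, two-step: ATP depletion then ADP-to-ATP conversion for luciferase) reported PFK activity after 45 min room-temperature reaction of 1.25 nM enzyme with 0.5 mM F6P and 0.1 mM ATP at pH 8.0.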
ELG1 DNA repair = blocks ELG1-dependent DNA repair in HEK293T cells; HEK293T ELG1-luciferase reporter, luminescence, 16 h; DNA damage induced by 5-fluorouridine; Potency, µM (doses to about 46.1 µM), inactives show at the highest dose activity change, negative = inhibition, actives largely listed as inhibitors; 330,000 compounds, 2.3% hits; AID 504467; also: potency is read from the fitted curve at half-maximal effect; % is scaled to controls: 0 for no effect and ±100 for the full control effect; nearly all actives have a fitted effect of over 55% in size
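In this reporter screen, reduction of luminescence relative to DMSO vehicle indicated activity. Compounds and 5-fluorouridine were added together to 2,000 cells per well, incubated for 16 hr at 37 °C, then developed with ONE-Glo.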
PTAP TSG101 blk = blocks PTAP/TSG101 interaction to inhibit HIV-1 budding | 340,000 tested, under 10 active | Potency, µM (doses to about 115 µM), for the others: top-dose activity change, negative = inhibition, most hits filed as inhibitors | Fluorescence polarization, FITC-PTAP peptide / Tsg101 binding | Q99816; active = well fitted inhibition curve with a large enough effect in the main read-out, with a control signal flat, not every such curve was filed as active; inconclusive = small, poorly fitted or top-dose-only effect, or effect the other way, or a change in a side signal; inactive = no such curve, though single readings can be large or run the other way; also: potency is read from the fitted curve at half-maximal effect; % of control where 0% means no effect
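FP read-out: FITC-PTAP peptide, 50 nM final, binding Tsg101 binding domain, 10 uM final; 20 min, r.t.; 10 mM HEPES pH 7.5, 0.15 M NaCl, 0.01% Tween 20, 3 mM EDTA, 0.1 mM TCEP.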
A-T KAP1 phos = potential ataxia-telangiectasia treatments restoring KAP-1 phosphorylation | […] A-T fibroblasts, KAP-1 phosphorylation AlphaLISA; neocarzinostatin DNA damage 30 min before lysis | Potency, µM (series often up to 57.5 µM), without a hit: at the highest dose activation, hits mostly activators | 320,000 compounds, 0.19% hits; also: potency is read from the fitted curve at half-maximal effect; % of control where 0% means no effect; nearly all actives have a fitted effect of over 45% in size
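ATM-like activity read as KAP-1 phosphorylation via AlphaLISA donor/acceptor antibody pairs after lysis and 6 hr at 25C. Cells were ATM-null patient fibroblasts ([…], hTERT), dosed 60 min, then exposed to the DSB inducer NCS for 30 min.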
Active calls of the source: *; ? = inconclusive; / = no result given; & = joins results of further samples; [ ] = another dose, or the depositor's remark. Unless noted, calls follow the shape of the dose curve; as a rule, active = well fitted curve in the direction sought with a large enough effect; inconclusive = small, poorly fitted or top-dose-only effect, or another doubt; inactive = no such curve, though single readings can be large; an effect the other way counts as inactive or inconclusive.

SMILES | TSHR antagonist | S-ASM inh | BCR signal inh | Eya2 phos inh | Mito fusion act | TCR act | a7 integrin act | Tb PFK inh | ELG1 DNA repair | PTAP TSG101 blk | A-T KAP1 phos
NC(=O)COC(=O)[C@@H]1CC(O)CN1S(=O)(=O)c1ccc2c(c1)OCCO2 (stereo partly drawn) | 2 | 3% | ? | 4% | -19% | -1% | 1% | -3% | 10% | -4% | -1%
COc1ccc(S(=O)(=O)N2CCC(C(=O)NCCC(=O)NCc3ccccc3OC)CC2)cc1 | -10 | -2% | 1% | -12% | -1% | 3% | 29% | 1% | -2% | -9% | 6%
CCNc1nc(OCCNC(C)=O)nc(N(C)C)n1 | 43 | 1% | 5% | 11% | -2% | 3% | 20% | 2% | 14% | 2% | -4%
CCCCNC(=S)N/N=C/c1ccccc1F | 31 | -1% | ? | 1% | -2% | 3%[46.1 µM] | 1% | 5% | 8% | -4% | 4%
Cc1ccc(C(=O)NCC(=O)OCCCOC(=O)CNC(=O)c2ccc(C)cc2)cc1 | -4 | 2% | 2% | 11% | 2% | 1% | -5% | -4% | 15% | -4% | 5%
CN(Cc1nc(-c2ccccn2)no1)S(=O)(=O)c1ccc(Br)cc1 | 1 | -2% | ? | 8% | 4% | 3% | -12% | -4% | 29% | 2% | 0%
COc1ccccc1NC(=O)CSCc1ccc([N+](=O)[O-])cc1 | -15 | 0% | -9% | -8% | 3% | 0% | -25% | 3% | 2% | -1% | -2%
CCCCC#Cc1ccccc1CC(=O)Nc1ccccc1 | -2 | -2% | 2% | -3% | 1% | 4% | 6% | -2% | 3% | -4% | -22%
COc1cc(/C(C)=N/NC(=O)C(O)(c2ccccc2)c2ccccc2)ccc1O | 11 | 12% | 7% | 0% | -4% | -11% | 9% | -10% | ? | -4% | 0%
CC1=C(C#N)C(/C=N/OCc2ccc(F)cc2Cl)CC(=O)N1 (stereo not drawn) | 9 | 28% | ? | -1% | 3% | 1% | -36%[inhibitor] | 2% | -2% | -6% | 11%
Cc1cc(C)nc(NS(=O)(=O)c2ccc(NC(=O)c3ccc(S(=O)(=O)N4CCOCC4)cc3)cc2)n1 | -9 | 3% | -4% | -18% | 0% | 2% | -3% | -2% | 9% | -6% | 2%
CC(=NCCCn1ccnc1)c1c(-c2ccccc2)[nH]n(-c2nc3ccccc3s2)c1=O | 3 | 0% | 15% | 20% | -3% | 2% | 10% | -2% | ? | -3% | -6%
O=C(NC(c1ccccc1)C(Cl)Cl)c1ccccc1 (stereo not drawn) | -3 | / | 4% | -1% | 5% | -1% | 31% | 12% | -9% | 0% | -3%
CSc1ccccc1NC(=O)c1ccncc1 | 0 | 1% | ? | 1% | 2% | / | -16% | -3% | 4% | / | 9%
O=C(Nc1ccc(OC(F)F)c(Cl)c1)C(c1ccccc1)c1ccccc1 | -35 | -4% | ? | -3% | 11% | 2%[46.1 µM] | -57%[inhibitor] | 2% | -12% | 1% | 5%
Cc1ccn2c(=O)nc(SCC(=O)NCCc3ccccc3)nc2c1 | -9 | / | ? | 3% | 1% | -1% | 0% | -4% | 15% | -1% | -5%
COc1ccc(S(=O)(=O)N2CCC(N3CCN(c4ccccc4OC)CC3)CC2)cc1 | -3 | -7% | 1% | 12% | -1% | 11% | -12% | -1% | -29% | -2% | -4%
Cc1cc(OCCCC(=O)Nc2nnc(C3CC3)s2)ccc1Cl | 9 | 0% | 0% | 12% | -2% | 5% | 16% | 1% | 4% | 1% | 0%
COc1cc(Br)cc(CN2CCN(C/C=C/c3ccccc3)CC2)c1O | 2 | -1% | 4% | 5% | 2% | / | -1%[7.66 µM] | -2% | ? | -7% | -4%
Cc1nn2c(-c3ccc(Cl)cc3)ccnc2c1-c1ccccc1 | 4 | -1% | ? | 11% | -3% | 0% | -9% | -1% | ? | 2% | -1%
O=C(C[C@H]1C[C@H](C(=O)N2CCOCC2)[C@@]2(CCC3CCCC3)c3[nH]c4cc(-c5ccco5)ccc4c3CCN2C1=O)NCC12CC3CC(CC(C3)C1)C2 | -9 | 2% | 4% | -3% | / | -4%[46.1 µM] | 11% | 4% | 3% | -2% | 1%
CCN1C(=NCCc2c[nH]c3ccccc23)N[C@@H](c2ccccc2)C(C(=O)OC)=C1C | -3&6 | / | ? | 7%&4% | -5%&1% | / | / | 2%&-2% | / | / | 4%&10%
COc1ccc2c3n([n+]([O-])c2c1)CCN=C3c1ccc(C)cc1 | -11 | -1% | -10% | 9% | 0% | -2% | -6% | 0% | ? | -3% | -1%
O=C(c1cccc(C(F)(F)F)c1)C1CCCN(Cc2cccc(OCCO)c2)C1 (stereo not drawn) | 5 | -3% | -7% | 3% | -4% | -3% | -19% | -2% | -13% | -2% | 6%
Cc1ccc(C(=O)NC(=S)Nc2cccc(NC(=O)c3ccccc3Cl)c2)cc1[N+](=O)[O-] | 8 | -10% | 0% | -1% | 11% | -1%[46.1 µM] | 5% | 5% | 18µM* | -3% | 1%
O=C(COC(=O)[C@@H]1CC(O)CN1S(=O)(=O)c1ccc(Cl)cc1)NC(=O)NCc1ccccc1 (stereo partly drawn) | 7 | 0% | -2% | 1% | -1% | -1% | 6% | -2% | -2% | -8% | 6%
C/C(CC(=O)Nc1cc(Cl)ccc1C)=N\NC(N)=O | 8 | -2% | -25% | -13% | -5% | 3% | 8% | -9% | 5% | -5% | -3%
CCC(C)[C@H](NC(=O)N1CCC(C)CC1)C(=O)OC (stereo partly drawn) | -1 | 3% | 1% | ? | 4% | 2% | 13% | -3% | -15% | -2% | -4%
C/C(=N\NC(=O)c1cc(C(C)C)[nH]n1)c1ccco1 | 7 | 5% | ? | 11% | -1% | 1%[46.1 µM] | 24% | 0% | ? | -1% | 1%
O=C(Nc1ccccc1F)C1CC1c1ccccc1 (stereo not drawn) | -9 | -3% | -15% | -4% | 4% | -4%[46.1 µM] | 18% | 3% | ? | 0% | 0%
COc1cc2c(-c3cc(F)cc(F)c3)c(-c3ccsc3)oc(=O)c2cc1OC | 2 | 16% | -6% | 12% | 7% | 0% | 3% | -2% | ? | -4% | 2%
O=C(NC(Cc1ccccc1)C(=O)O)/C(=C\c1ccccc1F)NC(=O)c1ccccc1 (stereo not drawn) | 0 | 1% | -7% | 13% | 1% | 0% | -14% | -6% | 15% | -2% | 6%
CN(C)c1ccc(NC(=S)NC23CC4CC(CC(C4)C2)C3)cc1 | -13 | -3% | 3% | 3% | 22% | 3% | -23% | -2% | ? | -2% | -5%
CC(C)NCCCCOc1ccc(Br)cc1Cl | 40 | -5% | ? | -11% | 0% | -21% | -66%[inhibitor] | -15% | ? | -3% | 10%
CC(NC(=O)CN(c1ccccc1F)S(C)(=O)=O)c1ccccc1 (stereo not drawn) | -3 | 0% | 1% | 4% | -1% | / | 13% | -2% | -15% | -3% | 3%
Nc1ccc(NC(=O)CCN2CCOCC2)cc1 | -33 | 2% | 1% | 7% | 0% | 3% | 2% | 3% | 29% | -4% | -6%
CCNC(=S)Nc1ccc(N(c2ccccc2)C(C)C)cc1 | -8 | -14% | 6% | 10% | 0% | -1% | -15%[7.66 µM] | -2% | 20% | -5% | 0%
Cc1cc(OC(=O)c2ccccc2F)c([N+](=O)[O-])c(=O)[nH]1 | 16 | 3% | -1% | -15% | -1% | 2% | ? | -17% | 5% | 3% | 6%
CN1C(C(=O)Nc2ccc(OC(F)(F)F)cc2)=CC(c2ccco2)=NS1(=O)=O | 13 | -26% | 3% | 0% | 10% | -4% | 0% | 2% | 2% | -2% | -3%
COCCNC(=O)C(c1cccs1)N(C(=O)Cn1nnc2ccccc21)c1cccc(C)c1 (stereo not drawn) | -4 | 2% | 6% | -8% | -5% | -1% | 7% | 0% | 12% | -4% | -2%
